Screening data deposited in PubChem BioAssay by National Center for Advancing Translational Sciences (NCATS).
FUS yeast rescue: suppressors of FUS proteinopathy in yeast; Potency, µM (highest dose often 76.6 µM), inactives show at the top dose growth rescue (activation), hits mostly activators; S. cerevisiae FUS-expressing, growth rescue, OD600, 24 h; actives 0.24% (n = 390,000); AID 1347120;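 note: plate controls were DMSO vehicle for no effect and reference control for full effect; nearly all actives have a fitted effect of over 55% in size; some results filed as inactive show a strong effect at the top dose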
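Read-out: OD at 600 nm after 24hr at 30C, reporting rescue of FUS-induced yeast toxicity. Cells at OD 0.005 in galactose (2%) minimal medium; compounds tested in a dilution series; CP55940 titration from 92uM final as control.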
EPAC1 antagonist: blocks human EPAC1 exchange factor. O95398. EPAC1 GEF assay, Rap1b-BODIPY-GDP exchange fluorescence. Potency, µM (titrated, usually from 115 µM), for the others: top-dose activity change, negative = inhibition, most hits filed as inhibitors. actives 0.14% (n = 360,000);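 note: plate controls were vehicle for no effect and positive control for full effect; nearly all actives have a fitted effect of over 50% in size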
Target sequence (O95398 whole entry, looked up): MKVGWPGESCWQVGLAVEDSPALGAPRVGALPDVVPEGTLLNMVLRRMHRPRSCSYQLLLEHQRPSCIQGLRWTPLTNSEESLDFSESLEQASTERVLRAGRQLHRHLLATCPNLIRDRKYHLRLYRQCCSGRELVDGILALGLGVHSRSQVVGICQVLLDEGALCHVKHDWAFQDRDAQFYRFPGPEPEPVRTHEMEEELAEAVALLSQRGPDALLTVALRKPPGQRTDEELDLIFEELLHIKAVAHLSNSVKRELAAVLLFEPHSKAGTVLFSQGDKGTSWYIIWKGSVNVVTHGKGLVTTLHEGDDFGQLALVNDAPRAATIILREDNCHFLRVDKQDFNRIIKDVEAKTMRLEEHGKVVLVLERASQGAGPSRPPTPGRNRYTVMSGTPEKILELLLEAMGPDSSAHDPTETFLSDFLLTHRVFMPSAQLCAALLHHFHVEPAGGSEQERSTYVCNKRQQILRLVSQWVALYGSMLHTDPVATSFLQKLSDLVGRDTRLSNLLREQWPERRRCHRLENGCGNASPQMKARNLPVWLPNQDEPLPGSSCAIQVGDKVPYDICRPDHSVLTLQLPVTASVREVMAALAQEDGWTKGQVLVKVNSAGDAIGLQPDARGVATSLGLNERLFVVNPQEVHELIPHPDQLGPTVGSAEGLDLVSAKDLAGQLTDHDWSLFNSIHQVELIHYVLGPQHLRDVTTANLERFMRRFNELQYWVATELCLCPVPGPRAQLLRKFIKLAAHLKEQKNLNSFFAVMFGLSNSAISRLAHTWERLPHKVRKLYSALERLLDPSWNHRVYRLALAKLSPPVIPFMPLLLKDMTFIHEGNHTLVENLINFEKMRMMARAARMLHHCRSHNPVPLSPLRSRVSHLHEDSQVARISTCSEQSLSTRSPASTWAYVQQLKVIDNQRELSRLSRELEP
EPAC2 antagonist: blocks human EPAC2 exchange factor | Q8WZA2 | EPAC2 GEF exchange of Rap1B-BODIPY-GDP, fluorescence | Potency, µM (highest dose often 114 µM), inactives show top-dose activity, negative = inhibition, actives largely listed as inhibitors | actives 0.18% (n = 360,000) | AID 720708; note: % is set by controls: 0 for no effect and ±100 for the full control effect; nearly all actives have a fitted effect of over 45% in size; many of its hits are not listed in these tables
EPAC1 ag: EPAC1 (human) agonism; EPAC1 agonist qHTS, biochemical assay; response scale: 100% = response to 6.5 mM cAMP; Potency, µM (series often up to 154 µM), inactives show at the top dose activation, most hits filed as activators; O95398; actives 0.073% (n = 360,000); note: nearly all actives have a fitted effect of over 60% in size
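Multi-concentration qHTS readout: loss of Rap1B-bound BODIPY-GDP fluorescence driven by 100 nM EPAC1 with excess GDP (50 uM), monitored kinetically at room temperature; agonist response expressed relative to 6.5 mM cAMP.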
aSyn rescue: inhibitors of alpha-synuclein toxicity in yeast; Yeast expressing alpha-synuclein, growth rescue, BacTiter-Glo, 24 h; Potency, µM (titrated, usually from 46.1 µM), for inactives: at the top dose growth rescue (activation), hits mostly activators; actives 0.14% (n = 370,000); AID 652106; note: % of control where 0% means no effect; nearly all actives have a fitted effect of over 65% in size
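Readout is rescue of growth in alpha-synuclein-expressing yeast, so inhibitors of toxicity appear as activators. Growth after 24 hr at 30 deg C in galactose medium is quantified by luminescence.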
PTHR1 ag: agonists of human PTHR1 parathyroid hormone receptor. actives 0.075% (n = 410,000). Potency, µM (titrated, usually from 115 µM), for the others: at the top dose activation, most hits filed as activators. Q03431. HEK293 GP2 PTHR1 cells, GloSensor cAMP luminescence, 1 h; note: nearly all actives have a fitted effect of over 55% in size; some results filed as inactive show a strong effect at the top dose; inactives centre near -15; many of its hits are not listed in these tables
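HEK-293-derived GP2 cells expressing PTHR1 and a GloSensor cAMP reporter, 3,000/well, plated overnight, given luciferin plus IBMX (each 0.5 mM as added) for 1 h at 37 °C, then compound for 1 h at 37 °C. Luminescence was read after 15 min at room temperature.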
EPAC2 ag: activates human EPAC2 exchange factor | actives 0.079% (n = 360,000) | Q8WZA2 | EPAC2 activation, biochemical qHTS; response scale: 100% = 6.5 mM cAMP response | Potency, µM (doses to about 154 µM), without a hit: top-dose activation, most hits filed as activators; note: nearly all actives have a fitted effect of over 50% in size
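In this primary screen, activation is scored as increased exchange of BODIPY-GDP from Rap1B by 100 nM EPAC2, with 50 uM GDP as competitor. Signal is normalized to the 6.5 mM cAMP agonist control.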
TDP43 rescue: TDP-43 toxicity inhibition in yeast | actives 1.8% (n = 410,000) | AID 652104 | TDP-43 expressing yeast growth rescue, BacTiter-Glo, 24 h | Potency, µM (doses to about 46.1 µM), for the others: top-dose growth rescue (activation), hits mostly activators; note: % of control where 0% means no effect; nearly all actives have a fitted effect of over 50% in size
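Readout is BacTiter-Glo luminescence of cell growth, so inhibitors register as activators. TDP-43-expressing yeast at OD600=0.02 in galactose medium, after raffinose pregrowth to mid-log, were incubated with compound for 24 hr at 30 deg C.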
Starred values were filed as active, the others as inactive; i = inactive; ? = inconclusive; nt = not tested or not shown; & = joins results of further samples; [ ] = another dose, or the depositor's remark. Calls come from the whole dose curve; as a rule, active = well fitted curve in the direction sought with a large enough effect; inconclusive = small, poorly fitted or top-dose-only effect, or another doubt; inactive = no such curve, though single readings can be large; an effect the other way counts as inactive or inconclusive. Potency is the fitted concentration of half-maximal effect. Some of the compounds tested; the hit share may differ from the screen's.

SMILES	FUS yeast rescue	EPAC1 antagonist	EPAC2 antagonist	EPAC1 ag	aSyn rescue	PTHR1 ag	EPAC2 ag	TDP43 rescue
O=C(Nc1ncnc2sc3c(c12)CCCCC3)c1ccccc1	-5%	2%	3%	9%	nt	-19%	10%	0%
O=C(CNc1cccc(C(F)(F)F)c1)N/N=C/c1cccc(Br)c1	nt	-11%	9%	-4%	-5%	i	3%	11%
COc1cccc(NS(=O)(=O)c2cc3c(cc2C)NC(=O)CO3)c1	-11%	19%	14%	4%	-2%	i	6%	5%
COc1cccc(-c2n[nH]nc2C2=CC(=O)C[C@H](c3ccc(F)cc3)C2)c1	11%	-23%	-18%	-10%	3%	-50%[inhibitor]	8%	28%
COc1ccc(CC(=O)NCc2n[nH]c(=S)n2-c2cccc(C)c2)cc1	12%	12%	7%	-10%	-6%	i	9%	-13%[1.82 µM]
Cc1cc(=O)[nH]c(-c2ccccc2OC(F)(F)F)n1	-6%	-4%	4%	3%	-2%	i	9%	7%
CCOc1ccccc1C1CC(c2cccc(NS(C)(=O)=O)c2)=NN1C(=O)c1ccccc1 (centres undefined)	nt	-4%	-3%	20%	2%	i	11%	-1%
COc1ccc(Nc2nc(N)nc(CSc3nnc(C)s3)n2)cc1	12%	2%	-6%	1%	2%	-11%[57.5 µM]	5%	-16%
COC(=O)C1=C(C)N=C2SC(C)C(=O)N2C1c1ccc(C(=O)OC)cc1 (centres undefined)	51%	0%	-11%	3%	0%	?	-6%	-3%
Cc1cc(NC(=O)c2c(Br)cnn2C)no1	-5%	1%	1%	-4%	7%	-24%	2%	11%
CC(=O)NN1C(=O)/C(=C\c2ccc(Cl)cc2)SC1=S	6%	-9%	-4%	-2%	8%	i	-4%	?
CCCOC(=O)c1ccc(NC(=O)COC(=O)C2CCN(c3ccc(C(F)(F)F)cn3)CC2)cc1	30%	-5%	-7%	-12%	0%[1.84 µM]	-19%	1%	?
Cc1nc2ccc(NC(=O)c3ccc(S(=O)(=O)N(C)C)cc3)cc2s1	-9%	-6%	3%	6%	2%	-15%	2%	-3%
CCCOc1cccc(C(=O)NCCCNC(=O)c2cccnc2)c1	nt	0%	-1%	-2%	0%	i	0%	10%
OCc1ccc(-c2cccc3nccn23)cc1	-21%	-16%	-5%	8%	14%	i	5%	19%
Cc1ccc2c(c1)c1c(n2C)C(C(N)=O)CCC1 (centres undefined)	17%	-14%	8%	2%	1%	i	3%	11%
COc1cc(NC(=S)N2CCN(Cc3ccccc3)CC2)cc(OC)c1	38%	-6%	14%	-1%	3%	-11%	5%	-17%
CCOc1ccccc1N(CC(=O)Nc1ccc(S(=O)(=O)N2CCOCC2)cc1)S(=O)(=O)c1ccc(Cl)cc1	nt	1%	5%	1%	-5%	i	5%	3%
O=[N+]([O-])c1cccc(-c2cc3cccc[n+]3cc2-c2cccc([N+](=O)[O-])c2)c1	-1%	10%	9%	-7%	0%	i	5%	15%
Cc1ccc(NC(=O)N2CCC(NC(=O)C(C)(C)C)CC2)cc1	17%	6%	12%	-4%	-2%	i	-5%	-5%
C=CCn1c(=NC(=O)c2ccco2)sc2cc(C(=O)OC)ccc21	-10%	-13%	-3%	-11%	1%	i	-10%	8%
O=C(Nc1cccnc1Cl)c1cc(-c2ccccc2O)on1	7%	3%	-2%	11%	1%	i	3%	-10%
O=S(=O)(NCc1ccc(F)cc1)c1ccccc1Br	-15%	-13%	-15%	0%	9%	-10%	3%	?
Cc1ccc(S(=O)(=O)N2CCCCC2)cc1NC(=O)COC(=O)Cc1c(F)cccc1Cl	nt	?	-3%	5%	10%	-16%	22%	19%
CCCn1cnnc1CNC(=O)[C@H]1O[C@@H](n2ccc(N)nc2=O)[C@H](O)[C@@H]1O	-19%	1%	5%	-20%	3%	i	-3%	16%
The list continues:
SMILES	FUS yeast rescue	EPAC1 antagonist	EPAC2 antagonist	EPAC1 ag	aSyn rescue	PTHR1 ag	EPAC2 ag	TDP43 rescue
NC(=O)C1(N2CCCCC2)CCN(C2CC(=O)NC2=O)CC1 (centres undefined)	-2%	14%	12%	-2%	2%	i	3%	7%
Nc1ncnc2c1ncn2[C@H]1C[C@H](O)[C@@H](COP(=O)(O)O)O1	-23%	-7%	5%	-18%	-33%[inhibitor]	-16%	5%	-19%
COc1ccc(OCCn2cc(/C(N)=N/O)c3ccccc32)cc1	-5%	3%	-2%	7%	12%	i	14%	-10%
O=C(OC1CCOC1=O)c1cc(-c2ccc(Cl)cc2)nc2ccccc12 (centres undefined)	33%	-13%	-8%	16%	4%	i	17%	?
Cc1ccc(/C=N/NC(=O)Cc2ccc(Cl)cc2)s1	20%	-15%	-5%	-9%	0%	21%	1%	-8%
COC(=O)CNC(=O)c1ccc(NS(=O)(=O)c2cc([N+](=O)[O-])ccc2Cl)cc1	-2%	9%	-27%	-4%	-2%	i	16%	7%
Cn1c(=O)[nH]c(=O)c2c1nc(N1CCN(C(c3ccccc3)c3ccccc3)CC1)n2CCO	-27%	-4%	-28%	-3%	12%	-4%	1%	9%
COC(=O)c1ccccc1NC(=O)c1cc2nc(-c3ccc(OC)cc3)cc(C(F)(F)F)n2n1	-20%	nt	nt	nt	-3%	-12%	nt	10%
CCCCn1c(NC(=O)c2ccccc2)c(C#N)c2nc3ccccc3nc21	4%	-26%	?	-1%	-45%[inhibitor]	-22%	-3%	-17%
O=C(O)Cc1ccc(NC(=O)CCN2C(=O)c3ccc([N+](=O)[O-])cc3C2=O)cc1	7%	-3%	3%	1%	-7%	i	-1%	15%
COc1ccccc1CCNC(=O)C(=O)NCC1OCCN1S(=O)(=O)c1cc(F)ccc1F (centres undefined)	19%	1%	14%	1%	2%	-8%	9%	20%
Cn1c(=O)n(C)c2cc(NS(=O)(=O)c3ccc(F)cc3)ccc21	?	14%	-7%	-1%	-3%	-19%&-40%	5%	-18%[9.22 µM]
Cc1ccc(S(=O)(=O)N2CCCCC2)cc1C(=O)Nc1cccnc1	?	-6%	3%	2%	-12%	-63%[inhibitor]	1%	-6%
CC1CC(C)CN(C(=O)C2CCN(S(=O)(=O)N3CCC4(CC3)OCCO4)CC2)C1 (centres undefined)	-7%	4%	7%	-5%	-1%	-3%	-16%	-14%
O=C(OCCOCn1cc(Br)c(=O)[nH]c1=O)c1ccccc1	12%	-11%	17%	-3%	1%	-21%	9%	0%
CN(C)c1cc[n+](CC(=O)Nc2ccc(Cl)cc2)cc1	1%	-5%	4%	3%	-8%	-32%[inhibitor]	7%	6%
COc1ccccc1CNC(=O)COC(=O)c1cc(-c2ccco2)nc2ccccc12	21%	-29%	14%	3%	4%	-5%[57.5 µM]	8%	0%
CCOC(=O)Cn1cc(/C=N/NC(=O)CC#N)c2ccccc21	15%	3%	9%	-1%	-1%	i	4%	-2%
Cc1cc(C)n(-c2ccc(Cl)c(C(=O)OCC(=O)N3CCCCC3C)n2)n1 (centres undefined)	7%	11%	4%	4%	-5%	-6%[57.5 µM]	-1%	?
CC(C)CNC(=O)C1(C)CCCN1C(=O)C(C)(C)Oc1ccc(Cl)cc1 (centres undefined)	0%	-3%	0%	-16%	3%	i	8%	27%
COc1ccc(CN2C(=NC(=O)C3CCCO3)SC3CS(=O)(=O)CC32)cc1OC (centres undefined)	-12%	13%	-4%	-11%	-1%	i	-5%	-22%
NC(=O)c1nn(-c2ccccc2)nc1NC(=O)CN1CCCCC1	nt	3%	8%	1%	3%	i	-5%	-10%
C=CCNC(=S)N/N=C(\C)c1cccnc1	-2%	-8%	11%	5%	-7%	-9%	4%	14%[9.22 µM]
CCN1C(=O)[C@H]2[C@H]3CN=C(SCc4ccc(Cl)cc4)N3[C@@](Cc3ccccc3)(C(=O)OC)[C@H]2C1=O	17%	4%	-16%	-6%	0%	i	2%	-13%
CC(NC(=O)c1cccc(S(=O)(=O)N(C)C)c1)C1CC2CCC1C2 (centres undefined)	25%	-4%	-3%	5%	0%	i	10%	-7%
CC(C)Nc1nc2c(c(=O)n(C)c(=O)n2C)n1C	29%	-19%	-6%	0%	-3%	?	7%	-3%
Cc1noc(C)c1-c1ccc(C(=O)NCCc2ccccc2)c2occc12	?	-18%	18%	10%	-19%	-46%[inhibitor]	15%	32µM*

At a glance, some entries already given.
SMILES	FUS yeast rescue	EPAC1 antagonist	EPAC2 antagonist	EPAC1 ag	aSyn rescue	PTHR1 ag	EPAC2 ag	TDP43 rescue
CCOC(=O)Cn1cc(/C=N/NC(=O)CC#N)c2ccccc21	15%	3%	9%	-1%	-1%	i	4%	-2%
Cc1cc(C)n(-c2ccc(Cl)c(C(=O)OCC(=O)N3CCCCC3C)n2)n1 (centres undefined)	7%	11%	4%	4%	-5%	-6%[57.5 µM]	-1%	?
CC(C)CNC(=O)C1(C)CCCN1C(=O)C(C)(C)Oc1ccc(Cl)cc1 (centres undefined)	0%	-3%	0%	-16%	3%	i	8%	27%
COc1ccc(CN2C(=NC(=O)C3CCCO3)SC3CS(=O)(=O)CC32)cc1OC (centres undefined)	-12%	13%	-4%	-11%	-1%	i	-5%	-22%
NC(=O)c1nn(-c2ccccc2)nc1NC(=O)CN1CCCCC1	nt	3%	8%	1%	3%	i	-5%	-10%
C=CCNC(=S)N/N=C(\C)c1cccnc1	-2%	-8%	11%	5%	-7%	-9%	4%	14%[9.22 µM]
CCN1C(=O)[C@H]2[C@H]3CN=C(SCc4ccc(Cl)cc4)N3[C@@](Cc3ccccc3)(C(=O)OC)[C@H]2C1=O	17%	4%	-16%	-6%	0%	i	2%	-13%
CC(NC(=O)c1cccc(S(=O)(=O)N(C)C)c1)C1CC2CCC1C2 (centres undefined)	25%	-4%	-3%	5%	0%	i	10%	-7%
CC(C)Nc1nc2c(c(=O)n(C)c(=O)n2C)n1C	29%	-19%	-6%	0%	-3%	?	7%	-3%
Cc1noc(C)c1-c1ccc(C(=O)NCCc2ccccc2)c2occc12	?	-18%	18%	10%	-19%	-46%[inhibitor]	15%	32µM*
